Source: PubChem BioAssay (Sanford-Burnham Center for Chemical Genomics)
hIAP inh – blocks human intestinal alkaline phosphatase; P09923; purified IAP, CDP-Star luminescence, 30 min; inhibition, % at 10 µM; hit rate 0.12% among 330,000; AID 2544;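 active means inhibition reaching a set limit with compound at 10 µM in the primary screen, cut at about 35% in these data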;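 further: plate controls were DMSO wells with enzyme for no effect and no-enzyme buffer wells for full effect; values of inactives mirror those of a sister screen read the other way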
Target sequence (P09923 whole entry, looked up): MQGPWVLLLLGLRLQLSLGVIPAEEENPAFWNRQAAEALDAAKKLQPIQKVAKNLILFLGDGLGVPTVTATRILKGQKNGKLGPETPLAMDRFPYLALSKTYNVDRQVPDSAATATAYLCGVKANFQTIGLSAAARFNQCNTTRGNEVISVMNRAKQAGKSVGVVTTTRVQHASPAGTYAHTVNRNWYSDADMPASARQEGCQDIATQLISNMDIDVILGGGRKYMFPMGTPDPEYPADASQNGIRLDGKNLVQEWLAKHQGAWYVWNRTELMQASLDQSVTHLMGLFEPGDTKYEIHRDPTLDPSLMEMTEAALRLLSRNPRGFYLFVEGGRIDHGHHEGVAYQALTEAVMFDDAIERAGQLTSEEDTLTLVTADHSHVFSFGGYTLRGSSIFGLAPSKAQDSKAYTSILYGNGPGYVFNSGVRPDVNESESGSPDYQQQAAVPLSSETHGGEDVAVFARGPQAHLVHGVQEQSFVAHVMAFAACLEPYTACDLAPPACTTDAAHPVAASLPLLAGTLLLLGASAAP
hIAP act – human IAP activation. P09923. purified human IAP, CDP-Star luminescence, 30 min; stronger effect = higher value; 1 = vehicle-only enzyme, 0 = enzyme-free background. activation factor at 10 µM. hit rate 0.16% among 330,000. AID 2524;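 active means activation factor of the enzyme at least 2-fold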; further: the source names both 10 and 20 µM as test concentration; values of inactives mirror those of a sister screen read the other way
APOBEC3A inh – inhibitors of human APOBEC3A DNA deaminase | P31941 | recombinant A3A, FAM/TAMRA ssDNA deamination fluorescence | inhibition, % at 20 µM | hit rate 0.41% among 330,000;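 active means at least 40% inhibition at 20 µM here, with at most 30% in a related deaminase screen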;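 further: plate controls were A3A with DMSO for no effect and wells lacking A3A enzyme for full effect; some results filed as inactive read as strong as hits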
mIAP inh – mouse IAP inhibition; purified mouse IAP, CDP-Star luminescence, 30 min; hit rate 0.2% among 330,000; inhibition, % at 10 µM;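 active means inhibition of at least 40% at 10 µM in the primary screen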;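 further: plate controls were DMSO with enzyme for no effect and no enzyme wells for full effect; values of inactives mirror those of a sister screen read the other way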
APOBEC3G inh – APOBEC3G (human) deaminase inhibition; AID 493012; recombinant A3G, ssDNA deamination FAM/TAMRA fluorescence; inhibition, % at 20 µM; Q9HC16; hit rate 0.28% among 330,000;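 active means inhibition of at least 40% at 20 µM, with no more than 30% in the related APOBEC3A deaminase screen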;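 further: plate controls were DMSO wells with A3G for no effect and wells lacking A3G enzyme for full effect; some compounds called inactive have numbers as strong as hits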
Target sequence (Q9HC16 whole entry, looked up): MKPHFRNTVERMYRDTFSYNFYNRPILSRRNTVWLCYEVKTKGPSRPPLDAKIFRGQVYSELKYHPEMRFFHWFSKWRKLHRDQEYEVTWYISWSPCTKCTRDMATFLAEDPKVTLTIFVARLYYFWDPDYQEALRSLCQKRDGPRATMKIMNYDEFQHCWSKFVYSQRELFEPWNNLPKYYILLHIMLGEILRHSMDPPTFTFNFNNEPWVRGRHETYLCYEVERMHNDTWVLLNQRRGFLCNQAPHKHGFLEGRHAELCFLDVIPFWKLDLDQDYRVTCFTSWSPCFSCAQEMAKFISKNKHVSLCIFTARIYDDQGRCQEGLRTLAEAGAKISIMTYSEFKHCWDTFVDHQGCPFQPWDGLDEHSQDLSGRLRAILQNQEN
beta cell repl – MIN6 beta-cell proliferation induction | MIN6 cells proliferation, ATPlite luminescence, 48 h; cells starved in 0.2% serum; 100% = growth in 10% serum | proliferation, % at 10 µM | hit rate 0.29% among 330,000 | AID 2380;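 active means compounds whose signal lies at least 3.5 SD above the mean of all wells on their plate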;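 further: 0% = DMSO-treated cells in low-serum medium and 100% = 10% serum control; some compounds called inactive have numbers as strong as hits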
NLRP3 yeast inh – blocks the NALP3 inflammasome reconstituted in yeast; Yeast reconstituted NLRP3/ASC/caspase-1, beta-gal luminescence, 24 h; inhibition, % at 10 µM; hit rate 0.39% among 330,000;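 active means inhibition of 50% or more; inactive means inhibition below 50%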;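 further: plate controls were induced DMSO wells for no effect and uninduced yeast grown without galactose for full effect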
SENP1 FRET inh – inhibitors of human SENP1 SUMO protease catalytic domain; Q9P0U3; recombinant SENP1 catalytic domain, CyPet-SUMO1-YPet FRET cleavage; inhibition, % at 10 µM; hit rate 0.21% among 360,000;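 active means inhibition at least 30% at 10 µM, raw YFP signal under a set limit, fluorescence ratio 0.5 to 1.5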;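 further: 0% = enzyme with DMSO and 100% = no enzyme wells; some results filed as inactive read as strong as hits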
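Test system: human SENP1 catalytic domain; medium: Tris pH 8 buffer plus EDTA, NaCl, BME, BSA, NP40, catalase; incubation: 50 min reaction at room temperature; technique: FRET, CFP and YFP emission; controls: no-enzyme low control and enzyme-plus-DMSO high control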
mIAP activ – increases mouse intestinal alkaline phosphatase activity; hit rate 0.24% among 330,000; AID 2805; activation factor at 10 µM; muIAP, CDP-Star luminescence, 30 min; stronger effect = higher value; 1 = vehicle-only enzyme signal, 0 = enzyme-free wells;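 active means activation factor of at least 2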; further: the source names both 10 and 20 µM as test concentration; values of inactives mirror those of a sister screen read the other way
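Assay system: mouse IAP enzyme / Compound: DMSO-dissolved test compounds / Timing: 30 min, room temperature / Measured by: luminescence from enzymatic CDP-Star hydrolysis / Control set: DMSO-only wells, enzyme-free buffer wells as negative control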
An asterisk follows results filed as active; / = no result given. Not all compounds are listed. The share of hits here may be higher or lower than overall.

SMILES	hIAP inh	hIAP act	APOBEC3A inh	mIAP inh	APOBEC3G inh	beta cell repl	NLRP3 yeast inh	SENP1 FRET inh	mIAP activ
O=C(CN1CCN(S(=O)(=O)c2ccccc2)CC1)N1CCCCC1	-14	1.1	1	-16	-6	-3	13	3	1.2
CSc1ccccc1C(=O)N(CC1CCCO1)c1c(N)n(Cc2ccccc2)c(=O)[nH]c1=O (stereo not given)	-5	1.1	-2	3	-4	4	12	-2	0.97
COc1ccc(/C=N\NC(=O)c2cc(OCC(F)(F)F)ccc2OCC(F)(F)F)cc1	-11	1.1	-1	-7	-4	-2	12	1	1.1
Cc1ccc(NC(=O)c2cc(-c3ccccc3)nn2-c2ccccc2)cc1	-11	1.1	-7	-7	-6	-4	13	5	1.1
CC(C)CC(=O)NC(Nc1ccccc1F)C(Cl)(Cl)Cl (stereo not given)	-12	1.1	12	-10	3	-1	14	-1	1.1
Cc1nn(-c2nc3ccccc3s2)c(C)c1Oc1ccccc1O	15	0.85	1	6	9	-4	29	0	0.94
CC(C)(C)NS(=O)(=O)c1ccc(NC(=O)C2CCCCC2)cc1	-5	1.1	-2	-14	-2	2	-15	4	1.1
CCOC(=O)c1ccc(NC(=O)COc2ccccc2CNC2CCCC2)cc1	-27	1.3	-6	-26	-8	-7	17	4	1.3
COc1ccccc1Nc1nnc(SCC(=O)NC2CCCC2)s1	-16	1.2	-2	-10	-4	-6	7	-1	1.1
CCc1ccc(N2CC(C(=O)N/N=C/c3ccccc3)CC2=O)cc1 (stereo not given)	-5	1.1	-4	-7	-5	2	-17	2	1.1
O=C(CSc1ccc2nnc(CCNC(=O)c3ccccc3)n2n1)NCCc1ccccc1	-5	1.1	1	0	-3	10*	3	0	1
O=C(NC1CCCC1)c1ccc(CN2CCOCC2)cc1	-2	1	-3	7	-5	-1	13	4	0.93
C=CCn1c(Sc2ncc([N+](=O)[O-])s2)n[nH]c1=O	1	0.99	-2	6	-3	-4	28	0	0.94
CC(C)N(C(=O)[C@H]1C[C@H](CC(=O)NCCC2=CCCCC2)C(=O)N2CCc3c([nH]c4cc(-c5ccco5)ccc34)[C@]12C)C(C)C	/	/	0	-18	-1	/	/	-8	1.2
C=CCN(CC=C)CCOc1ccc(C)cc1[N+](=O)[O-]	-25	1.3	0	7	-5	1	10	1	0.93
CCC(C)(C)C(=O)Nc1cc([N+](=O)[O-])ccc1Cl	12	0.88	-3	3	-4	-2	17	1	0.96
COc1ccc(C(C)(C)C)cc1NC(=O)c1c(C)noc1C	-4	1	0	9	-3	2	9	-2	0.91
O=C(NCc1ccncc1)c1ccc(NS(=O)(=O)c2ccccc2)cc1	14	0.86	0	2	-2	-2	11	1	0.98
Cc1ccc(O)c(NC(=O)c2cc(-c3ccccc3Cl)on2)c1	-24	1.2	2	8	-1	-2	29	2	0.92
O=C(CCCCCn1c(SCc2ccncc2)nc2ccccc2c1=O)NCc1ccco1	17	0.83	2	-7	1	-2	10	-2	1.1
Cn1c2ccccc2c(=O)c2ccc(C#Cc3ccc(N)cc3)cc21	7	0.93	-1	25	-5	-4	14	-20	0.75
O=C(CCCN1C(=O)c2ccccc2C1=O)Nc1sc2c(c1C(=O)NCc1ccco1)CCC2	6	0.94	1	0	-1	0	3	1	1
CCC(CC)=NNc1cccc([N+](=O)[O-])c1	-1	1	-4	4	-6	0	5	4	0.96
Cc1cc(C(=O)NC2CCCCC2)c(C)o1	-25	1.2	4	-5	-2	-2	20	2	1
COC(=O)C(O)(CC(=O)Nc1ccc(OC)cc1)C(F)(F)F (stereo not given)	-2	1	-6	-9	-6	-1	6	2	1.1

Carrying on:
SMILES	hIAP inh	hIAP act	APOBEC3A inh	mIAP inh	APOBEC3G inh	beta cell repl	NLRP3 yeast inh	SENP1 FRET inh	mIAP activ
O=C(Nc1ccc(C(F)(F)F)cc1[N+](=O)[O-])O[C@H]1[C@H](Cc2ccccc2)NS(=O)(=O)[C@H]2C[C@@H]3C=C[C@]12O3	-4	1	-4	15	-11	-5	10	3	0.85
CCOC(=O)N1CCN(S(=O)(=O)c2ccc(C(=O)N(CCCN(C)C)c3nc4c(F)cc(F)cc4s3)cc2)CC1	2	0.98	0	7	-9	-2	19	3	0.93
COC(=O)C(C(C)C)N1CCc2c(C)nc3c(C#N)cnn3c21 (stereo not given)	8	0.92	2	5	-7	1	8	-13	0.95
O=C(COc1ccc(-c2nnco2)cc1)Nc1ccc(F)c(Cl)c1	-12	1.1	-2	-8	-2	-1	18	-1	1.1
CCOC(=O)Cc1nnc(NC(=O)Nc2ccccc2)s1	17	0.83	0	4	-4	0	14	-1	0.96
CCOC(=O)C1C2C=CC3(CN(C4CCCC4)C(=O)C13)O2 (stereo not given)	3	0.97	0	-8	1	-3	4	1	1.1
Cc1ccc(-c2ccc3nnc(SCC(N)=O)n3n2)cc1	3	0.97	-1	-12	-8	-3	-18	2	1.1
CSc1nnc2c3cc(F)ccc3n(C)c2n1	10	0.91	-4	-1	-6	-3	34	-2	1
Cc1cc(C)c(C2=NOC3C4CCC(C4)C23)c(C)c1 (stereo not given)	6	0.94	-1	-1	-9	-2	13	0	1
CN1C2CCC1CC(NC(=O)c1ccc(Cl)cc1)C2 (stereo not given)	-10	1.1	-3	-7	-8	-2	11	-1	1.1
COc1cccc(NC(=O)CN2C(=O)c3cccnc3Oc3ccc(Cl)cc32)c1	2	0.98	-3	-1	-13	-4	-7	-20	1
C=CCNC(=O)C1CCC(CNc2nc(=S)[nH]c3ccccc23)CC1 (stereo not given)	-9	1.1	-4	6	-8	3	14	0	0.94
Cc1nn2c(-c3ccc(Cl)cc3)nnc2s1	-3	1	3	-13	0	2	18	2	1.1
Nc1nc(SCC(=O)Nc2ccc(Br)cc2F)n[nH]1	10	0.9	-6	13	-5	-3	6	2	0.87
C=CCN1C(=O)/C(=C2/Sc3ccccc3N2CC)SC1=S	-7	1.1	-3	6	-3	-3	12	-25	0.94
CCCn1c(SCC(=O)NC(=O)NCc2ccccc2)n[nH]c1=O	0	1	0	1	-3	-2	8	1	0.99
O=c1[nH]n(Cc2ccccc2)c(=O)c2ccccc12	0	0.99	-2	-1	-3	-3	7	2	1
Cc1cc2ccccc2n1CCNC(=O)C1CCCCC1	20	0.8	-1	-9	2	-5	20	-47	1.1
O=C(NCc1ccc2c(c1)OCO2)c1cc(-n2cnnc2)ccc1Cl	0	1	57*	-4	12	-2	7	2	1
COc1ccccc1N(C)S(=O)(=O)c1ccc(Cl)c(C(=O)NCc2ccco2)c1	-10	1.1	-2	-13	-6	2	10	-6	1.1
CCCCN1CCN=C1Nc1ccccc1	-9	1.1	2	6	-6	-3	20	2	0.94
COc1ccc(N(CC(=O)O)S(=O)(=O)c2ccc(C)cc2)cc1Cl	3	0.97	5	-4	0	1	-1	5	1
O=C(N/N=C/c1cccc(NC(=O)c2ccc(Cl)cc2)c1)c1cccc(O)c1	7	0.93	-1	3	-8	-1	1	1	0.97
Cc1ccccc1OCC(=O)OCC(=O)NCc1ccccc1Cl	4	0.96	-2	-2	-5	-1	11	4	1
O=C(CSc1ccc2nnc(CCNC(=O)c3ccccc3)n2n1)Nc1ccc(F)cc1F	-10	1.1	0	4	-3	0	0	-3	0.96

Quoted at random: five entries already listed.
SMILES	hIAP inh	hIAP act	APOBEC3A inh	mIAP inh	APOBEC3G inh	beta cell repl	NLRP3 yeast inh	SENP1 FRET inh	mIAP activ
C=CCN(CC=C)CCOc1ccc(C)cc1[N+](=O)[O-]	-25	1.3	0	7	-5	1	10	1	0.93
Cc1nn(-c2nc3ccccc3s2)c(C)c1Oc1ccccc1O	15	0.85	1	6	9	-4	29	0	0.94
O=C(COc1ccc(-c2nnco2)cc1)Nc1ccc(F)c(Cl)c1	-12	1.1	-2	-8	-2	-1	18	-1	1.1
CC(C)CC(=O)NC(Nc1ccccc1F)C(Cl)(Cl)Cl (stereo not given)	-12	1.1	12	-10	3	-1	14	-1	1.1
O=c1[nH]n(Cc2ccccc2)c(=O)c2ccccc12	0	0.99	-2	-1	-3	-3	7	2	1

A draw from above in order of heavy-atom count, smallest number first.
SMILES	hIAP inh	hIAP act	APOBEC3A inh	mIAP inh	APOBEC3G inh	beta cell repl	NLRP3 yeast inh	SENP1 FRET inh	mIAP activ
CCCCN1CCN=C1Nc1ccccc1	-9	1.1	2	6	-6	-3	20	2	0.94
CSc1nnc2c3cc(F)ccc3n(C)c2n1	10	0.91	-4	-1	-6	-3	34	-2	1
CN1C2CCC1CC(NC(=O)c1ccc(Cl)cc1)C2 (stereo not given)	-10	1.1	-3	-7	-8	-2	11	-1	1.1
Cc1ccc(-c2ccc3nnc(SCC(N)=O)n3n2)cc1	3	0.97	-1	-12	-8	-3	-18	2	1.1
COc1ccccc1Nc1nnc(SCC(=O)NC2CCCC2)s1	-16	1.2	-2	-10	-4	-6	7	-1	1.1
O=C(NCc1ccncc1)c1ccc(NS(=O)(=O)c2ccccc2)cc1	14	0.86	0	2	-2	-2	11	1	0.98

The list continues:
SMILES	hIAP inh	hIAP act	APOBEC3A inh	mIAP inh	APOBEC3G inh	beta cell repl	NLRP3 yeast inh	SENP1 FRET inh	mIAP activ
Cc1cccc(C)c1NC(=O)C(NC(=O)c1ccccn1)c1ccccc1[N+](=O)[O-] (stereo not given)	-10	1.1	0	9	-2	0	8	1	0.91
O=C(c1ccc2c(c1)OCO2)N1CCN(c2ncccn2)CC1	5	0.95	-4	6	-3	0	6	2	0.94
Cn1cccc1CC(=O)N/N=C/c1ccc(Cl)c([N+](=O)[O-])c1	14	0.86	-4	2	0	3	-2	2	0.98
Cc1ccc(-c2csc(NC(=O)CN3CCC(C(N)=O)CC3)n2)cc1	-20	1.2	-4	-9	-5	-4	8	1	1.1
COCCNC(=S)Nc1ccc([N+](=O)[O-])cc1C	-4	1	-2	-2	-10	2	8	0	1
Cc1cnc(C(=O)N2CCCC(N3CCN(c4ccccc4F)CC3)C2)cn1 (stereo not given)	-16	1.2	-3	-3	-7	-2	17	1	1
COc1cc(SC)ccc1C(=O)Nc1ccc2ncccc2c1	14	0.85	5	2	-5	0	45	1	0.98
Nc1c(C(=O)c2ccccc2)sc2c1c(=O)[nH]c(=O)n2-c1ccccc1	-4	1	1	6	-8	0	5	1	0.94
CC1CN(CC(=O)c2c(N)n(Cc3ccccc3)c(=O)n(C)c2=O)CC(C)O1 (stereo not given)	-2	1	-2	2	-5	-4	-4	1	0.98
CN1CCN(C(=O)c2cnn(-c3ccccc3)c2NC(=O)c2ccccc2Br)CC1	-20	1.2	-1	3	5	-1	-8	2	0.97
